Bioassay records (PubChem BioAssay)
HSP90 inh – HSP90 refolding inhibition in rabbit reticulocyte lysate | luciferase refolding luminescence, 3 h | inhibition, % at 5.6 µM | hit rate 0.91% among 290,000 | AID 1789;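 active means inhibition above the screen-wide mean plus 3 SD, computed separately per campaign, cut at about 16% in these data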;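 further: 0% = DMSO wells and 100% = 60 µM geldanamycin wells; inhibitors lower the luminescence because luciferase stays unfolded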
Platelet DG rel – platelet dense granule release activity; inhibition, %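 (compounds screened at 7.5 µM in platelet-rich plasma)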; human platelet-rich plasma, SFLLRN dense granule ATP release, luminescence; hit rate 0.22% among 300,000;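 active means mean replicate score, as percent of positive control, at or above 50; inconclusive means mean below 50 but at least one replicate at or above 50; inactive means mean and every replicate below 50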
GSK3 alpha inh – inhibitors of human GSK-3 alpha kinase; P49840; ADP-Glo luminescence, 60 min; inhibition, % at 10 µM; hit rate 0.1% among 320,000; AID 2650;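 in the data active means inhibition above about 50%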;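 further: GST-tagged GSK-3 alpha with peptide substrate and 25 µM ATP; 0% = DMSO neutral wells and 100% = GW8510 positive control wells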
Target sequence (P49840 whole entry, looked up): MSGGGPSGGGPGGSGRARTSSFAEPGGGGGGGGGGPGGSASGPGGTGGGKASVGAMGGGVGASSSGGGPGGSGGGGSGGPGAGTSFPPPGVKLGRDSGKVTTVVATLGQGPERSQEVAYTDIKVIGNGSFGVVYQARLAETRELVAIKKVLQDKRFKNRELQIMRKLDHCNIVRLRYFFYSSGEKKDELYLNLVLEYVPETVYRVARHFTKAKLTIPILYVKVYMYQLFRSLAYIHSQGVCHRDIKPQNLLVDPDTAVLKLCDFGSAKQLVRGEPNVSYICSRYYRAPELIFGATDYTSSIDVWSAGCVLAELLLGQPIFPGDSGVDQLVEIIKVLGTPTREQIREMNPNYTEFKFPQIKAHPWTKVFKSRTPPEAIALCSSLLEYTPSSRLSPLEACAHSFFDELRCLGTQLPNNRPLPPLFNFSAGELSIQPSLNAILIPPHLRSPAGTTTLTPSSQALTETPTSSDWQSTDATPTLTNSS
GSK3beta inhib – inhibitors of human GSK3beta kinase; GST-GSK3beta kinase, ADP-Glo luminescence, 60 min; hits give low values; activity score (negative = inhibition), % at 10 µM; hit rate 0.038% among 300,000;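 active means more than half of replicate wells score below -50%, meaning over 50% inhibition versus plate controls; inconclusive means some replicates but at most half score below -50%; inactive means no replicate scores below -50%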;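 further: 0% = median DMSO wells and -100% = median GW8510 positive control wells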
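Test system: GST-fused GSK3beta enzyme, cell-free | Quantity: 1.6 ng GST-GSK3beta enzyme per well | Reagent: 25 µM ATP with peptide substrate | Schedule: 60 min enzyme reaction, room temperature | Signal: Luminescent ADP-Glo measurement of ADP formed | Read-out basis: Score relative to plate controls | Control set: DMSO and 20 µM GW8510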
Dyrk1A ADPGlo – inhibitors of rat Dyrk1A kinase; hit rate 0.43% among 310,000; inhibition, % at 12.5 µM; AID 504441; ADP-Glo luminescence, NFATc1 peptide; in the data active means inhibition above about 50%;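 further: plate controls were vehicle with enzyme for no effect and no enzyme for full effect; many of its hits are not listed in these tables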
PolyA inhibitor – yeast polyadenylation inhibition | S. cerevisiae SKY197-pL101 polyadenylation reporter, beta-gal luminescence; efflux-impaired pdr1/pdr3 knockout yeast; score 100 = 6 SD above DMSO | calls only at 12 µM | hit rate 0.02% among 300,000 | AID 1875;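 active means lowest replicate activity score at least 50, where 100 means six control SD above control mean; inconclusive means lowest score under 50 but half or more replicates reach 50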;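 further: yeast exposed to compound for 9 h at 30 °C; higher score means more reporter readthrough which indicates perturbed polyadenylation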
HDAC3 inhib – blocks human histone deacetylase 3; O15379; recombinant HDAC3, fluorogenic peptide/trypsin coupled, fluorescence; inhibition, % at 8.3 µM; hit rate 0.15% among 320,000; AID 2718; in the data active means inhibition above about 26%, passing the limit was not always enough; inconclusive means no clear call, values can overlap the other calls
Target sequence (O15379 whole entry, looked up): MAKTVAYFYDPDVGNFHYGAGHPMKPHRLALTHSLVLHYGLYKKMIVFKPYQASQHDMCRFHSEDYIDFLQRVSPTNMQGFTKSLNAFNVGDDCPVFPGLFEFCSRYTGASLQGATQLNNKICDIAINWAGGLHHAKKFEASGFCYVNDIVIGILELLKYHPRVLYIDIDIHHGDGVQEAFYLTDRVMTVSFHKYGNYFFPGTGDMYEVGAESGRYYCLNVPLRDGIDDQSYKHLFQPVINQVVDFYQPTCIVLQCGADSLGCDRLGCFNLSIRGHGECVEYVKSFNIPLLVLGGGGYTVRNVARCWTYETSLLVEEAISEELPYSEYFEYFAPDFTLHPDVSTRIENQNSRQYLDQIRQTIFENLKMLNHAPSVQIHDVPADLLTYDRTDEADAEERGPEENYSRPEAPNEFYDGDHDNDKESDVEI
HSF1 inh – HSF1 inhibition; NIH3T3-HGL HSE-luciferase, MG132-induced, luminescence 8 h; hits give low values; activity change, negative = inhibition, % at 7.5 µM (by protocol); hit rate 0.77% among 300,000; AID 2098;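 active means more than half of replicate wells show activity change below -50%, luminescence cut by over half; inconclusive means some wells, but at most half, below -50%; inactive means no replicate well below -50%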;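 further: luciferase reports HSF-1 transcriptional activity via heat shock element; 0% = median of DMSO wells and -100% = zero luminescence signal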
AI-2 QS modul – modulators of Vibrio harveyi AI-2 quorum sensing system; Vibrio harveyi JMH597 AI-2 luminescence/OD600 ratio, 9 h; hits give low values; strain lacks LuxN and CqsS sensors; 0 = neutral-control median; hit rate 0.4% among 300,000; activity change, % at 7.5 µM; AID 2094; in the data active means activity change below about -75%, passing the limit was not always enough; inconclusive means no clear call, values can overlap the other calls;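 further: luminescence divided by OD600 gain over 9 h not by final OD600 alone; inactives centre near 13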
HSF1 activator – increases HSF-1 driven luciferase reporter signal | NIH3T3-HGL HSF-1 luciferase reporter, MG132, 8 h; 100% = twice DMSO control signal | activation, % at 9 µM | hit rate 1.7% among 300,000 | AID 504408;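 active means mean replicate activation of at least 50% with a set share of replicates each reaching 50%; inconclusive means only one of those two conditions met; inactive means mean below 50% and too few replicates reaching it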;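 further: 0% = median of the neutral control wells and 100% = twice that signal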
* marks the source's active call; other numbers are inactive results; i = inactive; ? = inconclusive; / = no result given.

SMILES	HSP90 inh	Platelet DG rel	GSK3 alpha inh	GSK3beta inhib	Dyrk1A ADPGlo	PolyA inhibitor	HDAC3 inhib	HSF1 inh	AI-2 QS modul	HSF1 activator
O=C(c1cccs1)N1CCN(Cc2ccccn2)CC1	-3	-6	-11	-5	-7	i	-6	-1	30	-19
CN(C)c1ccc(C2=NOC(CN3C(=O)c4ccccc4S3(=O)=O)C2)cc1 (stereo not given)	3	10	0	1	-5	i	-5	0	-2	7
O=C(/C=C/c1ccccc1)N1CCC(N2CCC(C(=O)N3CCOCC3)CC2)CC1	1	-3	0	2	-1	i	-5	-16	21	-36
Cc1cccc(OC(C)c2ccnc3nc(/N=C/N(C)C)nn23)c1 (stereo not given)	-2	1	-2	3	-21	i	-9	4	22	1
COc1cc(C(=S)N2CCCC2)ccc1OCc1ccccc1	1	-5	6	/	-4	i	-3	16	/	39
CCOC(=O)Cc1csc(NC(=O)C(NC(=O)C2CCC(C)CC2)C(C)C)n1 (stereo not given)	-1	2	-1	-2	-1	i	0	3	25	22
C=CCOc1cccc(C2c3c(oc4ccc(F)cc4c3=O)C(=O)N2CCCN2CCOCC2)c1 (stereo not given)	/	3	-3	4	0	i	-3	-42	5	-53
Cc1ccc(C)n1-c1ccc(C(=O)NN)cc1	2	-4	-3	2	-8	i	0	-2	1	7
COc1cc(CCCN2C(=O)C(=O)NC[C@@H]2c2ccccc2)cc(OC)c1OC	/	-3	-1	1	0	i	-1	0	5	-9
O=C1CC[C@@H](O)CCN1CC[C@H](Sc1ccccc1)c1ccccc1	-6	0	-1	-2	4	i	4	-3	11	1
CSCC[C@H](NC(=O)c1cc2c([nH]c3ccccc32)c(-c2ccccc2)n1)C(=O)O	1	/	-2	2	3	i	-8	-2	8	-11
O=C(CSCc1ccc(Br)cc1)Nc1ccccc1C(=O)N1CCOCC1	3	-8	-2	-3	-6	i	2	-4	4	-15
COc1cccc(N/C(SC)=C(/C#N)C(N)=O)c1	-3	-15	28	-22	9	i	3	9	11	2
O=C(NCc1ccco1)c1nn(-c2ccccc2)c(=O)c2ccccc12	0	-7	-2	-4	/	i	5	0	-1	11
COc1ccc(C(=O)Nc2ccccc2N2CCCC2)cc1S(=O)(=O)N1CCOCC1	/	0	0	3	6	i	-6	4	19	1
O=C(c1ccco1)N1N=C2CCCCCC2C1(O)C(F)(F)F (stereo not given)	-7	-1	0	-5	3	i	-8	-2	-1	-6
O=C(COc1coc(CN2CCN(c3ccccc3)CC2)cc1=O)NC1CCCCC1	/	-19	3	0	6	i	0	-2	12	20
COc1ccc(-n2ncc3c2CC(C)(C)CC3NC(=O)C2=CC(=O)CC(C)(C)O2)cc1 (stereo not given)	-4	27	-3	1	0	i	2	4	6	8
CCCCOc1ccc(N2CC(C(=O)NCCc3ccc(OC)c(OC)c3)CC2=O)cc1 (stereo not given)	1	-4	1	1	3	i	1	-82*	16	-87
Cc1cc(C)cc(OCC(=O)NNC(=O)CCN2C(=O)c3ccccc3C2=O)c1	7	-1	0	0	-3	i	4	2	18	5

Three of the entries above in order of their number in HSF1 activator, largest number first:
Molecule | HSF1 activator
O=C(NCc1ccco1)c1nn(-c2ccccc2)c(=O)c2ccccc12 | 11
CSCC[C@H](NC(=O)c1cc2c([nH]c3ccccc32)c(-c2ccccc2)n1)C(=O)O | -11
CCCCOc1ccc(N2CC(C(=O)NCCc3ccc(OC)c(OC)c3)CC2=O)cc1 (stereo not given) | -87

(next part)
SMILES	HSP90 inh	Platelet DG rel	GSK3 alpha inh	GSK3beta inhib	Dyrk1A ADPGlo	PolyA inhibitor	HDAC3 inhib	HSF1 inh	AI-2 QS modul	HSF1 activator
CN(C)c1ccc(NC(=O)Cn2cc3c(n2)CCCC3)cc1	-2	8	0	1	11	i	1	-1	24	0
COc1ccc(C(=O)CNC2=NCCC2)cc1	-2	0	0	1	-3	i	-9	-3	24	11
COc1ccc(CCNC(=O)CN2C(=O)CSc3ccc(S(=O)(=O)N4CCOCC4)cc32)cc1OC	2	-2	2	3	4	i	6	3	39	14
COc1cc(/C=N/NC(=O)c2cccc(S(=O)(=O)N3CCCC3)c2)ccc1O	/	4	1	-1	-7	i	4	-6	17	-9
Cc1ccc(S(=O)(=O)Cn2nnnc2C(CC(C)C)N2CCN(C3CCCC3)CC2)cc1 (stereo not given)	-3	-2	0	-1	-10	i	0	-7	19	-8
CSc1nc(C)cc(SCC(=O)Nc2ccccc2)n1	4	11	2	4	19	i	?	1	39	5
CCOC(=O)N1CCC(N(C(=O)Nc2ccccc2)C(C)CC)CC1 (stereo not given)	3	-1	-1	-1	3	i	3	13	27	35
CCCc1cc(=O)n2[nH]c(SCc3ccccc3)nc2n1	-1	-2	-2	-1	-1	i	-4	-13	40	-25
CCCCC(=O)Nc1nc(C)c(-c2csc(Nc3ccccc3OC)n2)s1	3	3	2	-3	5	i	4	3	10	-3
Cc1nc(Nc2ccc(S(N)(=O)=O)cc2)sc1-c1ccccc1	-5	0	1	-3	46	i	1	19	30	42
CC(=O)c1ccc(OCCCC(=O)N2CCN(S(=O)(=O)c3ccc(C)cc3C)CC2)cc1	/	-14	1	2	-4	i	-2	-1	0	2
COc1ccc(NC(=O)CN(C)C(=O)c2ccc(S(=O)(=O)Nc3ccccc3F)cc2)cc1	/	14	-1	6	7	i	4	-3	36	3
CCCNC(=O)c1c(CSc2ccccc2)noc1C(=O)NCc1ccccc1	/	-3	3	0	5	i	11	3	23	16
Cc1cc(C)n2c(SCc3cccs3)nnc2n1	2	-5	-1	-2	-3	i	11	-5	22	9
COc1ccc(C(=O)NC2=Nc3ccccc3N=C(C)C2c2ccccc2)cc1 (stereo not given)	-2	-12	0	-14	-8	i	77*	10	11	28
CC(=O)Nc1cccc(OCCCNC(=O)C2CCC2)c1	5	7	-2	1	/	i	0	4	11	19
O=C(NCCC1=CCCCC1)C1CCCN(c2nc3ccccc3o2)C1 (stereo not given)	-2	1	-7	-4	0	i	3	1	2	1
O=C(NC1CS(=O)(=O)CC1NCc1ccccc1)c1ccccc1 (stereo not given)	0	6	3	1	-5	i	2	0	-4	-15
CCN1C(=O)N(c2ccc(Cl)cc2)C(C)=CC1(C)C	-3	10	8	0	-1	i	5	0	14	4
NC(=O)c1ccc(NC(=O)COc2cccc3ccccc23)cc1	-2	-1	0	0	-4	i	0	6	20	15
CC(C)c1nnc(NC(=O)CC(=O)Nc2ccccc2C(=O)O)s1	5	-3	-1	-2	5	i	-10	-1	14	-6
C=CCN(C(=O)c1cc(C)cc(C)c1)C1(C(=O)Nc2ccccc2)CCN(C(C)C)CC1	5	-5	-1	1	-2	/	3	7	9	40
CNC(=S)/N=C/NOCc1c(Cl)cccc1Cl	-1	3	-2	0	-4	i	-3	10	19	14
Cc1cc(NC(c2ccc(Cl)cc2)c2ccc3cccnc3c2O)no1 (stereo not given)	7	-8	-2	4	1	i	3	48	-93*	?
Cn1ncc(Br)c1C(=O)Nc1ccc(Cl)cn1	2	0	1	1	2	i	-2	-2	47	7
C=CCNC(=O)COC(=O)c1ccc(Cl)c(S(=O)(=O)N(Cc2ccccc2)c2ccccc2)c1	2	12	4	1	-66	i	4	/	14	/
COc1ccc(C(=O)Nc2ccc(OC)c(OC)c2)cc1	3	7	-1	4	6	i	3	19	45	31
FC(F)(F)c1cc(-c2ccco2)nc(N2CCN(Cc3ccccc3)CC2)n1	0	1	-2	-4	2	i	13	2	14	-12
CCOc1ccc(CCNC(=O)COC(=O)CNS(=O)(=O)c2ccc(NC(C)=O)cc2)cc1OCC	/	8	0	-2	5	/	-10	-3	-2	-6
O=C(CN(CC1CCCO1)S(=O)(=O)c1ccc(S(=O)(=O)NC2CC2)cc1)Nc1ccccc1 (stereo not given)	2	-15	0	-4	7	i	-5	61	-3	115*
CCC(=O)c1c(NC(CC)CO)cc(C)oc1=O (stereo not given)	-1	4	-1	-2	-3	i	-2	-5	10	0
CC(O)CNc1nc(NCc2ccccc2)c2cnn(C)c2n1 (stereo not given)	-4	1	-2	-2	-3	i	3	-14	16	-16
COc1ccc(N2C(=O)CC2(/C=C/c2ccccc2OC)C(=O)NC2CCCC2)cc1 (stereo not given)	3	-6	-2	4	1	i	10	2	3	-15
O=C(COc1ccc(S(=O)(=O)N2CCOCC2)cc1Cl)NCCN1CCOCC1	0	1	-3	1	-1	i	-17	-11	36	-2
CC(C)=CCC/C(C)=C/CC/C(C)=N/O	4	-1	0	2	-4	i	6	-6	11	-3
CCn1c(CSCc2ccc(Cl)cc2)nnc1SCC(=O)Nc1cccc(C(=O)O)c1	1	9	-5	4	1	i	-3	/	5	/
CCc1ccc(OCC(=O)NN2Cc3ccccc3C2=N)cc1	6	1	-1	-5	-5	i	-15	-7	-33	0
O=C(Nc1nc(-c2ccccn2)cs1)C1CC1	0	4	-1	-2	8	i	-1	6	51	13
O=c1[nH]cnc2c1cnn2Cc1ccccc1Cl	-2	-2	0	-4	-2	i	-1	-2	38	4
Cc1cc(C(=O)O)c(=O)[nH]c1C	0	-3	-2	-2	-3	i	5	/	-2	/
O=C(O)c1nc(-c2ccccc2)n(-c2cccc(C(F)(F)F)c2)n1	0	2	-5	4	3	i	-7	-3	30	4
COc1ccc(-c2nc3n(n2)C(c2ccncc2)C(C(N)=O)=C(C)N3)cc1 (stereo not given)	0	0	-2	-1	-1	i	-5	-2	-1	16
Cc1cc(NC(=O)COC(=O)Cn2c(C)csc2=O)ccc1Br	-1	1	-2	0	0	i	0	3	15	-11
Cc1nn2c3ccccc3nc2n(C)c1=O	4	7	/	1	3	i	/	-4	-6	3
O=C(O)c1ccc(S(=O)(=O)c2ccc3c(c2)C(=O)N(NC(=O)c2ccccc2)C3=O)cc1	0	-2	-6	-2	-6	i	-2	5	17	14
Cc1cccc(C(=O)N/N=C/c2ccc(OCC(=O)N3CCCCC3)cc2)c1	0	5	-3	2	-3	i	11	-2	35	-11
COc1ccccc1OCC(O)CN1CCN(C(=O)c2ccccc2)CC1 (stereo not given)	0	7	0	5	-2	i	9	-4	27	0
Cc1csc(SCC(=O)O)n1	-3	17	-2	-3	5	i	-4	2	16	-13
COc1ccc(C(=O)N2CCCC(Nc3ccc(F)cc3)C2)c(OC)c1 (stereo not given)	-1	-6	-2	1	4	i	-1	2	25	-11
CC(=O)/C(C=Nc1noc(C)c1Br)=C(\C)O	0	-6	0	0	0	i	-1	-3	26	2
O=C(CCNC(=O)N1CC(=O)Nc2ccccc21)Nc1cccc(Cl)c1	2	-6	1	-1	0	i	1	5	4	11
COC(=O)C1=C(C)NC(=O)C1(NS(=O)(=O)c1ccc(C)cc1)C(F)(F)F (stereo not given)	0	0	1	5	7	i	4	2	25	-1

Not all compounds are listed; the hit share may differ from the screen's.
